Screening results: PubChem BioAssay, National Center for Advancing Translational Sciences (NCATS)
TDP1 inh = qHTS Assay for Inhibitors of Tyrosyl-DNA Phosphodiesterase (TDP1) | Tyrosyl-DNA phosphodiesterase 1 (Homo sapiens), Q9NUW8 | recombinant TDP1, AlphaScreen DNA substrate cleavage | Potency, µM (titrated, usually from 130 µM), inactives show at the highest dose activity change, negative = inhibition, actives largely listed as inhibitors | 350,000 tested, 0.28% active | AID 485290, 2010; also: nearly all actives have a fitted effect of over 40% in size
Target sequence (Q9NUW8 whole entry, looked up): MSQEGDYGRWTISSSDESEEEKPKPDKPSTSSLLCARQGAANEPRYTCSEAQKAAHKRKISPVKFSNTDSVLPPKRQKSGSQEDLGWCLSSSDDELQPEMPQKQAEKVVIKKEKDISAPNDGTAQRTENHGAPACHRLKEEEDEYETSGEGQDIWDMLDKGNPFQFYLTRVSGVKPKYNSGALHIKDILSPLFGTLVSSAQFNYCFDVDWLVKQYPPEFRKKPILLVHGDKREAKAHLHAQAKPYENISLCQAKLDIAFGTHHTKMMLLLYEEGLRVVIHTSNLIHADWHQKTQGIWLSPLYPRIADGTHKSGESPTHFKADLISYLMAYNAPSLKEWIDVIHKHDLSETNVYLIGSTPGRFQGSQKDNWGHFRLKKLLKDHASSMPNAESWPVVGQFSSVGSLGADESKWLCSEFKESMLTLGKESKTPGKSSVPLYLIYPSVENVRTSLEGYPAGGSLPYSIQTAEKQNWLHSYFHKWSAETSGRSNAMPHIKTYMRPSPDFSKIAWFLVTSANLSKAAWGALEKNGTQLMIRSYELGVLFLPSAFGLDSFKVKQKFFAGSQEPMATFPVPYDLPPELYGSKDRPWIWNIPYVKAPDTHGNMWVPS
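E. coli-derived human Tdp1, 1 nM final. Cpd preinc 15 min RT; substrate 15 nM final, 5 min RT; AS bead mix 10 ug/ml final, 10 min RT. Signal loss = tyrosine-FITC cleavage. No-enzyme wells = max signal.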
DT40 TDP1 no CPT = qHTS for Inhibitors of human tyrosyl-DNA phosphodiesterase 1 (TDP1): qHTS in cells in absence of CPT; DT40 Tdp1-/- hTDP1 cells, no CPT, ATP luminescence, 48 h; AID 686978, 2013; Potency, µM (highest dose often 46.2 µM), for inactives: at the highest dose activity change, negative = growth inhibition, usual class: inhibitors; 420,000 tested, 15% active; also: nearly all actives have a fitted effect of over 55% in size
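Readout: luminescence from CellTiter-Glo after 30 min in the dark at RT. Cells: DT40 Tdp1-/- with stable hTDP1, 400/well. Exposure: compounds alone, ≥48 hr, 37 °C.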
DT40 TDP1 CPT = qHTS for Inhibitors of human tyrosyl-DNA phosphodiesterase 1 (TDP1): qHTS in cells in presence of CPT. Potency, µM (series often up to 46.2 µM), inactives show at the top dose activity change, negative = growth inhibition, usual class: inhibitors. 420,000 tested, 12% active. chicken DT40 Tdp1-/-;hTDP1 cells + 20 nM CPT, ATP luminescence, 48 h; also: nearly all actives have a fitted effect of over 55% in size
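Chicken DT40 Tdp1-/- cells complemented with human TDP1, 400 cells/well, exposed to compounds plus 20 nM camptothecin for at least 48 h at 37 C; viability read as ATP content by CellTiter-Glo luminescence.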
* marks the source's active call; other numbers are inactive results; ? = inconclusive; . = not tested or not shown; & = joins results of further samples; [ ] = remark or other dose. Calls follow the shape of the dose curve; as a rule, active = well fitted curve in the direction sought with a large enough effect; inconclusive = small, poorly fitted or top-dose-only effect, or another doubt; inactive = no such curve, though single readings can be large; an effect the other way counts as inactive or inconclusive. % is scaled to controls: 0 for no effect and ±100 for the full control effect; potency is read from the fitted curve at half-maximal effect.

SMILES | TDP1 inh | DT40 TDP1 no CPT | DT40 TDP1 CPT
CCOc1ccc(NS(=O)(=O)c2cc(Cl)ccc2OC)cc1 | 6% | 16µM* | ?
CN1CCN(C2=Cc3ccccc3Sc3cc(F)c(F)cc32)CC1 | 0% | ? | ?
N=c1n(CCOc2ccccc2)c2ccccc2n1CCN1CCOCC1 | 3% | -5% | -3%
COC(=O)c1ccccc1NC(=O)Cc1ccccc1OC | -2% | ? | ?
CC(Sc1nc(-c2ccccc2)cc(C(F)(F)F)n1)C(=O)N1CCCC1 (configuration not stated) | 5% | -22% | ?
CCOC(=O)N1CCN(c2c(NCCCN(C)c3ccccc3)c(=O)c2=O)CC1 | 4% | -30% | 0%
O=C(CCCOC(=O)c1ccc(O)cc1)c1ccccc1 | 1% | -27% | -14%
C[C@H](NC(=O)c1nc[nH]c1C(=O)N1CCc2ccccc2C1)c1ccccc1 | 1% | ? | ?
Cc1nc2ccc(NC(=O)c3cc(S(=O)(=O)N4CCOCC4)ccc3C)cc2s1 | 2% | 23µM* | ?
Cc1nc(SCC(=O)NC2CCS(=O)(=O)C2)c2c(C)c(C)sc2n1 (configuration not stated) | 0% | 9% | 9%
CCOC(=O)N/N=C(\c1ccccc1)C(O)c1ccccc1 (configuration not stated) | 3% | ? | 2%
Cn1c(=O)c2sccc2n2c(CCC(=O)NCc3ccccc3Cl)nnc12 | 0% | -29% | -19%
C[C@H]1CN([C@@H](C)CO)C(=O)c2cccc(NC(=O)c3cnccn3)c2O[C@@H]1CN(C)C(=O)Nc1ccc2c(c1)OCO2 | -1% | -18% | -15%
O=C(NCCCN1CCOCC1)C1CCC(=O)N1CCc1ccccc1 (configuration not stated) | 1% | -7% | -3%
O=C(NCc1ccccc1Br)c1ccco1 | 2% | -17% | -6%
O=C(NC(=S)Nc1cnc2ccccc2c1)c1ccccc1 | 0% | -25% | -12%
N/C(=N\N=C\c1cccc([N+](=O)[O-])c1)c1nonc1N | -4% | -1% | 3%
Cc1ccccc1NC(=S)N(CCN(C)C)C(C)c1cccnc1 (configuration not stated) | 8% | -5% | -1%
COc1ccccc1C(=O)C1Nc2ccccc2-c2nnc(SC)nc2O1 (configuration not stated) | 5% | -22% | ?
CN1CCN(CC#CC2(O)CCCCC2)CC1 | 3% | -8% | -5%
COc1ccc(C(=O)N2CCN(CCc3ccccn3)CC2)cc1 | 3% | 21%&0% | 0%&9%
O=C(CN1C(=O)CCn2nc(-c3ccccc3)cc21)NCc1ccc(F)cc1 | 6% | -5% | 10%
O=C(O)c1ccc(S(=O)(=O)NC2CC2)cc1 | 2% | -6% | -5%
CCOCCOC(=O)c1[nH]c2c(c1C)C(=O)CC(c1cccs1)C2 (configuration not stated) | 5% | 0.82µM* | 1µM*
CCOC(=O)Cc1cc(=O)n(-c2nc3ccccc3s2)[nH]1 | 11% | 18µM* | -29%

(more compounds)
SMILES | TDP1 inh | DT40 TDP1 no CPT | DT40 TDP1 CPT
COc1cc(NC(=O)c2c(C)oc3c2C2=NCCN2C=N3)cc(OC)c1OC | 6% | ? | -14%
Cn1c(=O)c2nc(-c3ccccc3)oc2c2ccccc21 | -2% | 16µM* | -24%
CCOC(=O)N1CCN(C(=O)CNCc2cccs2)CC1 | -2% | 0% | -1%
CCNc1ncc2nc(-c3ccc(Cl)cc3)c(=O)n(C[C@H]3CCCO3)c2n1 | . | -8% | -5%
CSCCC(NC(=O)c1cc(S(=O)(=O)N2CCOCC2)ccc1C)c1nc2ccccc2[nH]1 (configuration not stated) | . | 25% | 11%
CCc1ccc(OCC(=O)N/N=C\c2ccco2)c([N+](=O)[O-])c1 | -5% | -19% | -5%
COC(=O)c1cc(Br)c(=O)n(CCc2ccc(O)cc2)c1 | 5% | -13% | -19%
C=CCn1c(-c2ccco2)n[nH]c1=S | . | 5% | 0%
COc1ccc(N2CCN(CCNC(=O)c3ccc4nc5ccccc5c(=O)n4c3)CC2)cc1 | . | 1% | -26%
OC1(c2ccc(Cl)cc2)CCN(Cc2cn[nH]c2-c2ccccc2)CC1 | 9% | 15µM* | 16µM*
COc1ccccc1-c1nc(NC2CC2)c2ccccc2n1 | . | ? | ?
CCN1C(C(=O)c2ccccc2)=C(OC(=O)c2ccccc2OC)c2ccccc2S1(=O)=O | . | 3.3µM* | 4.6µM*
Cc1ccc2c(c1)N(C(=O)CCC(=O)N1CCN(c3ccccc3)CC1)CCO2 | . | ? | ?
CCC(O)c1ccccc1 (configuration not stated) | 9%&10%&2% | -2% | -2%
CC(=O)Nc1ccc(NC(=O)C2CCN(c3ccc(C(F)(F)F)cn3)CC2)cc1 | 3% | ? | -7%
CCN(CC(=O)Nc1c(F)cccc1F)C(=O)CN1C(=O)C2CCCCC2C1=O (configuration not stated) | . | 12% | 6%
c1ccc(CN2c3ccccc3-c3nc4ccccc4n3C2c2ccccn2)cc1 (configuration not stated) | 0% | 4% | -9%
Cc1ccc(S(=O)(=O)NCc2ccccn2)cc1C | . | -18% | 2%
CCCCCCc1c(O)nc(SCC(=O)O)[nH]c1=O | 3% | -5% | 19%
O=C(C1CCCCC1)N(Cc1cccnc1)c1nc2ccc(Cl)cc2s1 | 5% | ? | ?
CC(C)(O)c1cc2ccc(C#CCCN3C(=O)c4ccccc4C3=O)cc2c(=O)o1 | 2% | -12% | 4%
CC(C)Cn1c(SCC(=O)N2CCc3ccccc3C2)nc(O)cc1=O | 3% | 0% | 5%
CCc1nn(CC(=O)NCCCOC)c(=O)c2cc3ccccc3n12 | 0% | -12% | -4%
CCOC(=O)c1cnc2scnn2c1=O | 5% | -14% | ?
Cc1cc(C)c(/C=N/NC(=O)c2nnn(-c3nonc3N)c2CN2CCC(C)CC2)c(C)c1 | -20% | 21µM* | ?

Shown with values under each structure: 14 of the compounds above.
Results follow in this order: TDP1 inh	DT40 TDP1 no CPT	DT40 TDP1 CPT
Cn1c(=O)c2nc(-c3ccccc3)oc2c2ccccc21
→ -2%	16µM*	-24%
CCOC(=O)N1CCN(C(=O)CNCc2cccs2)CC1
→ -2%	0%	-1%
CCNc1ncc2nc(-c3ccc(Cl)cc3)c(=O)n(C[C@H]3CCCO3)c2n1
→ .	-8%	-5%
CSCCC(NC(=O)c1cc(S(=O)(=O)N2CCOCC2)ccc1C)c1nc2ccccc2[nH]1 (configuration not stated)
→ .	25%	11%
CCc1ccc(OCC(=O)N/N=C\c2ccco2)c([N+](=O)[O-])c1
→ -5%	-19%	-5%
COC(=O)c1cc(Br)c(=O)n(CCc2ccc(O)cc2)c1
→ 5%	-13%	-19%
C=CCn1c(-c2ccco2)n[nH]c1=S
→ .	5%	0%
COc1ccc(N2CCN(CCNC(=O)c3ccc4nc5ccccc5c(=O)n4c3)CC2)cc1
→ .	1%	-26%
OC1(c2ccc(Cl)cc2)CCN(Cc2cn[nH]c2-c2ccccc2)CC1
→ 9%	15µM*	16µM*
COc1ccccc1-c1nc(NC2CC2)c2ccccc2n1
→ .	?	?
CCN1C(C(=O)c2ccccc2)=C(OC(=O)c2ccccc2OC)c2ccccc2S1(=O)=O
→ .	3.3µM*	4.6µM*
Cc1ccc2c(c1)N(C(=O)CCC(=O)N1CCN(c3ccccc3)CC1)CCO2
→ .	?	?
CCC(O)c1ccccc1 (configuration not stated)
→ 9%&10%&2%	-2%	-2%
CC(=O)Nc1ccc(NC(=O)C2CCN(c3ccc(C(F)(F)F)cn3)CC2)cc1
→ 3%	?	-7%

(cont.)
SMILES | TDP1 inh | DT40 TDP1 no CPT | DT40 TDP1 CPT
O=C(O)[C@@H]1CCCN1C(=O)c1ccccc1N1C(=O)[C@@H]2Cc3c([nH]c4ccccc34)C(c3cccc(Cl)c3)N2C1=O (some centres not stated) | . | 3% | 13%
COc1ccc(CN2CCN(Cc3ccc4cc(F)ccc4n3)CC2CCO)c(C)c1C (configuration not stated) | 4% | ? | 16µM*
COc1ccc(C2=NN(c3ccccc3)C(c3ccc(OC)c(OC)c3)C2)cc1 (configuration not stated) | -3% | -11% | -19%
CCNc1nc(OC)nc(SCC(N)=O)n1 | 3% | -12% | -6%
CS(=O)(=O)c1ccc(Cl)c(NC(=O)CCCSc2ccccc2)c1 | 3% | -59% | ?
Cc1ccc(C(=O)N2CCN(c3ccccc3)CC2)cc1S(=O)(=O)N1CCOCC1 | 4% | ? | ?
Cc1ccc(N=N/C(=C\O)C(=O)c2ccncc2)cc1 | 8% | ? | ?
O=C(Cc1cccs1)NCCc1csc(-c2ccccc2)n1 | . | ? | -5%
COc1cc(/C=C/C(=O)O)ccc1OS(=O)(=O)c1c(C)c(C)cc(C)c1C | 0% | 8% | -19%
Cc1ccc(N2CCN(C(=O)Nc3cn(CC(C)C)c(=O)c4ccccc34)CC2)c(C)c1 | 4% | 10µM* | 10µM*
CCN1C(=O)/C(=C/c2nc3ccccc3c(=O)[nH]2)c2ccccc21 | 8% | ? | ?
CCSc1ccc(-c2nn(-c3ccccc3)cc2/C=C(/C#N)C(=O)NC)cc1 | 3% | ? | ?
O=C1Cn2c(nc3ccccc32)N1c1cccc(C(F)(F)F)c1 | -2% | -4% | -5%
Cc1ccc(C(=O)COC(=O)c2cc(Cl)nc3ccccc23)cc1C | 3% | -17% | -7%
COc1cc(N)c(C(=O)c2nccc3cc(OC)c(OC)cc23)cc1OC | . | -20% | 10%
Cc1ccc(CN(C(=O)c2ccc(Cl)c([N+](=O)[O-])c2)C2CCS(=O)(=O)C2)o1 (configuration not stated) | 5% | 5% | 3%
CCOC(=O)C1CCCN(C(=O)c2cc3cc(F)ccc3[nH]2)C1 (configuration not stated) | . | ? | ?
Cc1ccsc1C(=O)N1CCC1(C)C(=O)Nc1ccc2c(c1)OCCO2 (configuration not stated) | . | ? | -23%
CCCc1cc(=O)[nH]c(SCC(=O)N(Cc2ccccc2)C(C)C)n1 | 6% | -5% | -2%
OCCNc1c2ccccc2nc2c(F)c(F)c(F)c(F)c12 | -2% | 2.3µM* | 2.1µM*
C/C=C/c1ccc(OCC(=O)O)c(OC)c1 | 3% | -16% | -2%
O=C(CN1C(=O)NC2(CCCCCCC2)C1=O)NCc1ccc2c(c1)OCO2 | 2% | -20% | -1%
O=[N+]([O-])c1ccc(Oc2cccc3cccnc23)c([N+](=O)[O-])c1 | 3% | 6.5µM* | 5.2µM*
COc1ccc(CNC(=O)CCNS(=O)(=O)c2ccc3c(c2)oc(=O)n3C)cc1 | 2%&4% | -24%&-27% | -4%&-28%
CC(C)C(=O)Nc1ccc(C(=O)CN2C(=O)NC3(CCOc4ccccc43)C2=O)cc1 (configuration not stated) | 2% | ? | ?

Two entries drawn at random from those above:
SMILES | TDP1 inh | DT40 TDP1 no CPT | DT40 TDP1 CPT
O=C1Cn2c(nc3ccccc32)N1c1cccc(C(F)(F)F)c1 | -2% | -4% | -5%
Cc1ccc(C(=O)N2CCN(c3ccccc3)CC2)cc1S(=O)(=O)N1CCOCC1 | 4% | ? | ?

(next part)
SMILES | TDP1 inh | DT40 TDP1 no CPT | DT40 TDP1 CPT
Cc1ccc(NC(=O)C2CCCN2C(=O)NC2CCCCC2)cc1F (configuration not stated) | 0% | 5% | 6%
COC(=O)C1=C(C)N=C2SCCC(=O)N2C1c1ccc(OCc2ccccc2)c(OC)c1 (configuration not stated) | 6% | ? | ?
CC1(C)CC[C@]2(C(=O)O)[C@H](O)C[C@]3(C)C(=CCC4[C@@]5(C)C[C@H](O)[C@H](O)[C@@](C)(CO)C5CC[C@]43C)[C@@H]2C1 (some centres not stated) | . | -5% | 10%
OC(CN1CCCCC1)Cn1c2ccccc2c2ccccc21 (configuration not stated) | . | -14% | -13%
CCc1nc(OCCN(CC)CC)c2oc3ccccc3c2n1 | 1% | -10% | -11%
NS(=O)(=O)c1ccc(CCNc2ncnc3sccc23)cc1 | 0% | 5.8µM* | 7.3µM*
O=C(c1ccc(Cl)cc1)N1CCN(c2ccc(F)cc2)CC1 | 3% | ? | ?
CC(C)[C@H](NS(=O)(=O)c1ccccc1)C(=O)Nc1nccs1 | 0% | -26% | -7%
Cc1c(NC(=O)COc2cccc(Br)c2)c(=O)n(-c2ccccc2)n1C | 3% | -4% | 1%
O=C(COC(=O)c1cc(Br)ccc1O)NNC(=O)c1ccc(Cl)cc1 | -6%[0.505 µM] | 3% | 22%
NNc1ccc2nnc(C(F)(F)C(F)(F)C(F)(F)F)n2n1 | 2% | -12% | 14%
